Bcl-B TR3 displacers: displacers of TR3 peptide from Bcl-B, primary screen, selectivity assay for Bfl-1 inhibitor project, biochemical, fluorescence polarization. FP displacement of FITC-TR3 peptide from Bcl-B; higher % means a stronger effect. hit rate 0.11% among 96,000. AID 748. displacement, % at 20 µM; hits with a dose series show IC50 in µM;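 active means displacement above 50% at 20 µM plus a fluorescence interference ratio under 1.5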;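 further: plate controls were wells without compound for no effect and wells lacking Bcl-B protein for full effect; a part of the inactive calls stands beside numbers as strong as those of hits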
MRP reversal: compounds reversing MRP-mediated drug resistance; H69AR cells + 2 uM doxorubicin, CellTiter-Glo, 72 h; differential viability (reversal), % at 10 µM; hit rate 0.04% among 85,000; AID 602;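 active means viability drop by adding the cancer drug above about 55%, with treated viability meeting a 40% cutoff, limit read from the data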;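 further: viability without doxorubicin minus viability with 2 µM doxorubicin for each compound; larger differential means the compound sensitizes cells more to doxorubicin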
IL1B NFkB inh: blocks IL-1B driven NFkB nuclear translocation in HUVEC cells; HUVEC IL-1B NFkB p65 nuclear translocation imaging; inhibition, % at 2 µM; hit rate 0.43% among 94,000;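 active means inhibition above about 30% together with a positive call from visual inspection of the well image, limit read from the data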;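 further: nuclear over cytoplasmic p65 intensity ratio measured by imaging; 0% = IL-1B stimulated DMSO wells and 100% = unstimulated DMSO wells; values of inactives mirror those of a sister screen read the other way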
IL1B NFkB pot: enhances IL-1B driven NFkB nuclear translocation; HUVEC IL-1B NFkB p65 nuclear translocation imaging; activation, % at 2 µM; hit rate 0.3% among 94,000;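 active means activation above 40%, about the mean plus 3 SD, also judged a hit on visual image review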;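 further: percent activation is computed from the nuclear over cytoplasmic p65 intensity ratio; values of inactives mirror those of a sister screen read the other way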
PLAP inhibition: PLAP enzyme inhibitors, biochemical, luminescence, HTS (AID 690); purified PLAP, luminescent substrate; higher % means a stronger effect; inhibition, % at 20 µM; hits with a dose series show IC50 in µM; hit rate 0.08% among 96,000; in the data active means a potency from the dose series; inactive means the rest, 99 in 100 with inhibition below about 30%; further: strong numbers were not always called active
MRP reversal cytotoxicity: further read-out of MRP reversal, marked with its call; viability, %; H69AR cells, CellTiter-Glo, 72 h; measured here: cytotoxicity without doxorubicin
MRP reversal with doxorubicin: further read-out of MRP reversal, marked with its call; viability, %; measured here: viability with 2 uM doxorubicin; stronger effect = lower value
IL1B NFkB inh cell count 2 µM: recorded beside IL1B NFkB inh, whose call it bears; cell count; measured here: cells passing quality filter;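 raw number of nuclei counted in each imaged well without normalization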
IL1B NFkB pot cell count 2 µM: second read-out of IL1B NFkB pot, no call of its own (marks repeat the call); cell count; measured here: cells passing quality filter
* marks the source's active call; other numbers are inactive results; · = not tested or not shown. The list is partial (hit frequency here may not be typical).

Every second line gives: Bcl-B TR3 displacers, MRP reversal, MRP reversal cytotoxicity, MRP reversal with doxorubicin, IL1B NFkB inh, IL1B NFkB inh cell count 2 µM, IL1B NFkB pot, IL1B NFkB pot cell count 2 µM, PLAP inhibition
CN(C)c1ccc(C(=O)OCc2ccccc2)cc1
    6%, -3, 91, 94, 2, 151, -2, 151, 3%
O=C(C1=COCCO1)N1CCN(S(=O)(=O)c2cccc(Cl)c2Cl)CC1
    -6%, 3, 101, 98, 1, 125, -1, 125, -11%
O=C(COC(=O)c1cncc(Br)c1)NCC1CCCO1 (configuration not stated)
    46%, 15, 105, 90, -33, 190, 33, 190, -16%
O=C(Cc1cccs1)NCc1ccc(F)cc1
    -1%, 0, 96, 97, -28, 122, 28, 122, -6%
CCOc1ccc(C(C)=O)cc1CSc1nnc(-c2cccs2)n1CC1CCCO1 (configuration not stated)
    -10%, 6, 86, 80, -2, 115, 2, 115, -38%
C=CCSc1nc(C)c(CC(=O)OCCCC)c(=O)[nH]1
    6%, 8, 97, 89, ·, ·, ·, ·, -21%
CS(=O)(=O)N1CCN(Cc2ccc(C(F)(F)F)cc2)CC1
    13%, ·, ·, ·, -1, 188, 1, 188, -8%
COc1cccc(C(=O)NCC2CCN(c3ccc(S(=O)(=O)N4CCOCC4)cc3)CC2)c1
    -274%, -2, 30, 32, 10, 108, -10, 108, -86%
Cc1cc(C(=O)N2CCN(c3ccccn3)CC2)no1
    -8%, ·, ·, ·, ·, ·, ·, ·, 8%
Cc1cc(C(=O)OCCN2C(=O)c3ccccc3C2=O)c2ccccc2n1
    2%, -2, 60, 62, 0, 131, 0, 131, 7%
O=c1[nH]c(N2CCN(c3ccccc3)CC2)nc2c1CCCC2
    -6%, -51, 21, 73, -17, 141, 17, 141, 16%
CCN(c1ccc(NC(=O)COC(=O)c2ccc(S(=O)(=O)N3CCCC3)cc2)cc1)C(C)C
    7%, ·, ·, ·, -11, 186, 11, 186, -9%
CCN(CC)S(=O)(=O)c1ccc(Nc2cc(C)nc3ncnn23)cc1
    -4%, 5, 78, 73, ·, ·, ·, ·, -79%
O=C(Nc1ccc(F)cc1)C1CCCN(S(=O)(=O)c2cccc3cccnc23)C1 (configuration not stated)
    14%, -1, 81, 81, 10, 185, -10, 185, 12%
Cc1ccc(C(=O)NCCCNCCCN(C)C)cn1
    0%, -6, 98, 104, -8, 122, 9, 122, 18%
CC1=CC(C)(C)N(C(=O)c2ccccc2)c2ccc(C)cc21
    -1%, -7, 86, 93, -37, 55, 37, 55, 0%
CCCCCC(=O)N1CCN(CCN=CC2=C(O)CC(c3ccc(OC)c(OC)c3)CC2=O)CC1 (configuration not stated)
    5%, 0, 96, 96, -8, 172, 8, 172, -69%
CCn1c(COc2ccccc2C)nnc1SCC(=O)N1CCCCC1
    -2%, 8, 97, 89, -15, 181, 15, 181, -14%
Cc1nc2ccc(NC(=O)C3CCN(S(=O)(=O)c4cccs4)CC3)cc2s1
    -1%, 16, 103, 87, -9, 190, 9, 190, -16%
O=[N+]([O-])C(/C=C(\Cl)[N+](=O)[O-])=C1N(Cc2ccc(Cl)nc2)CCN1Cc1ccc(Cl)nc1
    -2%, ·, ·, ·, -4, 87, 4, 87, 26%
CC(C)NC(=O)c1cc(C(=O)c2cc(Cl)ccc2O)coc1=N
    -28%, 0, 79, 78, -2, 133, 2, 133, -8%
COC(=O)C1=C(C)Nc2nnnn2C1c1cc(OC)ccc1OC (configuration not stated)
    1%, -4, 67, 71, -3, 193, 3, 193, -5%
CC1CN(c2nc3c(c(=O)n(Cc4ccc(Cl)cc4)c(=O)n3C)n2C)CC(C)O1 (configuration not stated)
    4%, 57*, 94*, 37*, -15, 79, 15, 79, -46%
CC(=O)N(C(C)=O)C1=C(C#N)C2(CCCCC2)Cc2ccccc21
    -8%, -8, 84, 92, 12, 154, -13, 154, -15%
Cc1cc(NC(=O)CCC(=O)N(CC(=O)NC2CCCC2)Cc2ccccc2Cl)no1
    -6%, -8, 77, 85, 8, 207, -8, 207, 5%
CCOC(=O)c1cnn(-c2nc3c(C)cccc3s2)c1C
    -9%, ·, ·, ·, -15, 155, 15, 155, 15%
CN(C)c1ccc2c(O)cc(=O)n(C)c2c1
    13%, 1, 22, 20, -1, 153, 1, 153, 6%
CCCCNC(=O)C1CCCN1C(=O)Nc1cccc(OC)c1 (configuration not stated)
    7%, -9, 83, 92, -8, 92, 8, 92, -8%
COc1ccc(CCNC(=O)NC(C(F)(F)F)C(F)(F)F)cc1OC
    -4%, -9, 86, 95, 15, 120, -15, 120, -4%
COc1ccc(NC(=O)CN2CCN(c3ccccc3F)CC2)cc1
    4%, -5, 98, 103, 2, 131, -2, 131, -44%
O=C(Nc1ccc([N+](=O)[O-])cc1)C1C(c2ccccc2)=C1c1ccccc1
    1%, ·, ·, ·, 1, 120, 0, 105, 1%
O=C(NC(=S)Nc1ccc(S(=O)(=O)N2CCCCC2)cc1)c1ccccc1
    1%, ·, ·, ·, -37, 164, 37, 164, 16%
C/C(Nc1ccc(Cl)cc1)=C(/C#N)C(N)=O
    -4%, 17, 108, 92, ·, ·, ·, ·, 10%
CC(C)(C)Nc1nc(Oc2ccc(=O)n(-c3ccccc3)n2)nc(N2CCOCC2)n1
    -4%, -41, 41, 82, -8, 74, 10, 74, -29%
COc1ccc(Br)cc1CNc1ccc(O)cc1
    -1%, -28, 36, 64, -19, 117, 19, 117, -6%
O=C(O)c1nc(N2CCCC2)ncc1Cl
    -1%, ·, ·, ·, -17, 175, 17, 175, 17%
Cn1c(NC(=O)c2cc(Br)ccc2Cl)cc(=O)n(C)c1=O
    18%, ·, ·, ·, -5, 153, 5, 153, 5%
Cc1cc(C)n2nc(C(=O)Nc3nnc(C4CC4)s3)nc2n1
    2%, 8, 101, 93, -1, 132, 1, 132, 4%
COc1ccc(CN2CCC(=O)NC2=O)cc1
    3%, 11, 96, 85, -24, 174, 24, 174, -12%
CCOC(=O)C(Sc1nn(C)c(=S)s1)C(C)=O (configuration not stated)
    -3%, 2, 99, 97, 10, 158, -10, 158, -9%
COc1cc(N/C=C(\C(C)=O)c2ccccc2)cc(OC)c1
    -4%, ·, ·, ·, 9, 138, -9, 138, -54%
Cc1ccc(C(=O)NC(=S)NCC2CCCO2)cc1 (configuration not stated)
    -17%, ·, ·, ·, -10, 109, 10, 109, 6%
COC(=O)c1ccc2c(=O)n(CCCN3CCOCC3)c(=S)[nH]c2c1
    8%, 7, 86, 79, 2, 141, -2, 141, -30%
O=C(NCC1CCCO1)C1CCN(S(=O)(=O)c2cccc3cccnc23)CC1 (configuration not stated)
    2%, 4, 94, 90, -6, 57, 7, 57, 6%
NC(=S)N/N=C\c1ccc(-c2cccc(Cl)c2Cl)o1
    -62%, -8, 45, 53, -9, 166, 9, 166, -4%
CCOC(=O)N1CCN(C(=O)CCN2C(=O)COc3ccccc32)CC1
    8%, 15, 91, 76, -8, 130, 7, 130, -14%
N#Cc1nc(-c2ccco2)oc1NCCCn1ccnc1
    0%, 2, 90, 88, 5, 89, -5, 89, 16%
S=c1nn[nH]n1C12CC3CC(CC(C3)C1)C2
    -1%, 21, 89, 68, 4, 161, -4, 161, 6%
Clc1ccccc1CSc1nnc(-c2ccccn2)n1Cc1ccco1
    5%, 13, 91, 79, -28, 104, 28, 104, -17%
CCN(CC)C(=O)COC(=O)c1ccc(O)cc1
    -6%, 3, 97, 94, 6, 58, -6, 58, 16%
CCCc1cc(N2CCCC2)n2nc(C)c(-c3ccccc3)c2n1
    -12%, -9, 44, 53, -20, 131, 20, 131, 12%
Cc1noc(C)c1C(=O)OCC(=O)Nc1cc(Cl)ccc1Oc1ccccc1
    -5%, -29, 40, 69, -13, 180, 13, 180, -21%
Cc1c(CCOC(=O)C23CC4CC(CC(C)(C4)C2)C3)sc[n+]1Cc1ccccc1
    7%, ·, ·, ·, 1, 128, -1, 128, -23%
O=C(/C=C/c1ccc(-c2ccccc2[N+](=O)[O-])o1)c1ccc(Br)cc1
    4%, ·, ·, ·, -10, 147, 10, 147, 4%
COCCNc1oc(-c2ccc(Cl)cc2)nc1C#N
    11%, 8, 96, 88, -2, 115, 2, 115, -18%
Cc1ccccc1NC1=CC(=O)CC(C)(C)C1
    ·, 9, 104, 95, -20, 130, 20, 130, ·
CCCCCC(=O)N1CCN(c2ccc(C(C)=O)cc2F)CC1
    -1%, 15, 98, 83, ·, ·, ·, ·, -12%
CCC1(CC)NC(=O)N(CC(=O)OCn2nnc3ccccc3c2=O)C1=O
    1%, -4, 103, 108, -38, 212, 38, 212, 5%
FC(F)(F)c1cccc(Nc2ncnc3ccccc23)c1
    -3%, 8, 97, 89, ·, ·, ·, ·, 6%
COc1ccc(Cl)cc1Nc1nc(-c2sc(NC(=O)c3ccccc3)nc2C)cs1
    -8%, ·, ·, ·, -28, 164, 28, 164, -12%

The list continues.
Every second line gives: Bcl-B TR3 displacers, MRP reversal, MRP reversal cytotoxicity, MRP reversal with doxorubicin, IL1B NFkB inh, IL1B NFkB inh cell count 2 µM, IL1B NFkB pot, IL1B NFkB pot cell count 2 µM, PLAP inhibition
CCN(CC)c1nc(OCCNC(=O)Nc2ccccc2)nc(N(CC)CC)n1
    7%, -18, 59, 77, -5, 62, 5, 62, -111%
COc1cc(/C=N/c2oc(-c3ccccc3)cc2C#N)ccc1O
    60%, ·, ·, ·, -3, 135, 3, 135, -6%
COc1ccc(CN(C)C2CCCCC2)c(C)c1C
    -3%, 6, 87, 81, ·, ·, ·, ·, 22%
CNC(=S)N/N=C1\C(=O)c2cccc3cccc1c23
    8%, 1, 13, 13, -9, 131, 9, 131, 17%
CCCNc1cc(C)oc(=O)c1C(=O)CCC
    0%, -14, 67, 82, -17, 166, 17, 166, 14%
Cc1ccc2c(c1)-c1c(ssc1=S)C(C)(C)N2C(=O)CSC1=NCCS1
    2%, ·, ·, ·, -3, 115, 3, 115, -31%
COc1ccc(CCC2(C)NC(=O)NC2=O)cc1 (configuration not stated)
    5%, 14, 93, 79, ·, ·, ·, ·, 5%
CCn1c(=O)cc(OCC(=O)NC(C)c2ccc3c(c2)OCCO3)c2ccccc21 (configuration not stated)
    -10%, 13, 88, 75, 1, 60, -1, 60, -63%
O=C(N/N=C/c1cccc([N+](=O)[O-])c1)C1CC(=O)N(c2ccc(Cl)cc2)C1 (configuration not stated)
    -8%, ·, ·, ·, 5, 158, -5, 158, 3%
O=C(CCc1ccccc1)NC(NC(=S)Nc1ccc(Br)cc1)C(Cl)(Cl)Cl (configuration not stated)
    -7%, -8, 8, 17, -6, 159, 6, 159, 31%
O=C(O)CCCNS(=O)(=O)c1cccc2nsnc12
    -3%, 8, 101, 93, 5, 124, -5, 124, -2%

Screening data deposited in PubChem by several laboratories.
